TNAP inh no acc = inhibitors of human TNAP without phosphate acceptor; purified TNAP, CDP-star luminescence, 30 min; inhibition, % at 20 µM; hit rate 0.26% among 200,000;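 active = tissue-nonspecific alkaline phosphatase inhibition above about 50% at 20 µM in the single-dose screen, limit read from the data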;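 also: 0% = DMSO negative control and 100% = EDTA positive control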
Target sequence (P05186 whole entry, looked up): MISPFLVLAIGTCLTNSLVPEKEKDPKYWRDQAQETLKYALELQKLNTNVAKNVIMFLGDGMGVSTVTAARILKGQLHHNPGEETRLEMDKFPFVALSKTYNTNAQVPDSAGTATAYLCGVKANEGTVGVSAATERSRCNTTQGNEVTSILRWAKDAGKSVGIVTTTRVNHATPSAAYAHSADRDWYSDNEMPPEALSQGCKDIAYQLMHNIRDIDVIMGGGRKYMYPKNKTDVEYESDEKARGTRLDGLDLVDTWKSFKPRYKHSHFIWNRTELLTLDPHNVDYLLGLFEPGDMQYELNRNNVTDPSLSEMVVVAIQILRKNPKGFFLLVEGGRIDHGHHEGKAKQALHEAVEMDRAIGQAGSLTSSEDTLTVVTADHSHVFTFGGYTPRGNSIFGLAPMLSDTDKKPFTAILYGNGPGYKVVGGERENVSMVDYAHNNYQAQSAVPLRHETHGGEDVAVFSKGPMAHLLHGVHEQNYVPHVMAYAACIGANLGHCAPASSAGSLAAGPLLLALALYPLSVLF
bIAP act = increases bovine intestinal alkaline phosphatase activity; purified bovine IAP, CDP-star luminescence, 30 min; hits give high values; fold of DMSO-control signal, blank-subtracted; activation factor at 20 µM; hit rate 0.17% among 200,000; AID 1016;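 active = activation factor of 2 or more at 20 µM, a signal rise over negative controls twice the positive control's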
FLuc inhib CS = inhibits firefly luciferase, flagging false hits in luciferase inhibition screens | hit rate 1.5% among 200,000 | ATPLite firefly luciferase biochemical luminescence, 10 min | inhibition, % at 10 µM | AID 1006;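 active = inhibition above about 50% when tested at 10 µM, limit read from the data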
Target sequence (P08659 whole entry, looked up): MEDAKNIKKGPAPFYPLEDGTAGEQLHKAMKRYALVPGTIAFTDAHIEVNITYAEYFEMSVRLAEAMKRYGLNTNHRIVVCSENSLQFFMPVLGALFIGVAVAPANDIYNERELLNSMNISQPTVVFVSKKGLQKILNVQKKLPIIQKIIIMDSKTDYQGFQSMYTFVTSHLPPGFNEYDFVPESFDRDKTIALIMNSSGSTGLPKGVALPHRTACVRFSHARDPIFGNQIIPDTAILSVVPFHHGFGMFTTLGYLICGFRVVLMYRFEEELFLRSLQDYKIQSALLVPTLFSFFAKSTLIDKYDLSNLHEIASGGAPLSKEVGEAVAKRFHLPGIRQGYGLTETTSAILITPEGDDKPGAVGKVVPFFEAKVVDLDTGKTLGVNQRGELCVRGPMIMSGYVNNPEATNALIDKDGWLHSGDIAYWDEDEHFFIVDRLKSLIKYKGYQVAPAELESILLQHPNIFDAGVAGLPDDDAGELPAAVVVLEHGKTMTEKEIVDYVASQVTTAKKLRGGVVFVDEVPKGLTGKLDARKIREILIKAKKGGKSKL
Lmaj promast = inhibitors of Leishmania major promastigote growth; Leishmania major promastigotes, resazurin fluorescence viability; inhibition, % at 10 µM; hit rate 9% among 200,000; AID 1063; in the data active = inhibition above about 50%;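 also: promastigotes grown with compound for 44 hours at 28 °C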
RAM network inh = blocks the yeast RAM network; S. cerevisiae dse1pr::URA3 reporter, 5-FOA growth OD615, 2 d; analog-sensitive cbk1-as2 kinase mutant strain; AID 868; inhibition, % at 50 µM; hit rate 1.8% among 190,000;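 active = inhibition above a set limit, 3 SD over mean compound inhibition, cut at about 8.4% in these data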;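 also: 0% = DMSO-only wells with no growth and 100% = 10 µM 1-NA-PP1 full growth; inhibition rescues growth on 5-FOA so higher OD means more RAM inhibition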
TNAP inh hi DEA = blocks human TNAP under high phosphate acceptor concentration; inhibition, % at 20 µM; AID 1135; purified TNAP, CDP-star luminescence, 1 M DEA; hit rate 0.03% among 200,000;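 active = over 50% inhibition of tissue-nonspecific alkaline phosphatase at 20 µM in the single-dose screen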;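 also: plate controls were DMSO wells for no effect and EDTA-quenched wells as full inhibition for full effect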
FLuc stim CS = firefly luciferase counter-screen for stimulation assays; 200,000 tested, under 10 active; ATPlite luciferase biochemical, luminescence, 10 min; 0 = ATP-free wells, 1 = DMSO control; AID 1027; activation factor at 10 µM; P08659;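 active = luciferase activation factor, scaled between plate controls, of at least 2 with compound at 10 µM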
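assay system = Luciferase/luciferin detection reagent, cell-free biochemical luciferase assay | also added = ATP substrate | times = 10 min post-reagent at room temperature | measured by = luminescence from luciferase reaction | measure = luciferase activation, seen as luminescence increase over controls | benchmarks = low control with PBS replacing ATP, high control enzyme plus ATP without compound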
TNAP act hi DEA = TNAP (human) activation, high acceptor. activation factor at 20 µM. P05186. purified TNAP, CDP-star luminescence, 1 M DEA, 30 min; hits give high values; 0 = EDTA background, 1 = DMSO-only activity. AID 1136. 200,000 tested, under 10 active;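 active = activation factor at least 2 at 20 µM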
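Control set: EDTA negative control, DMSO positive control / Assay system: human TNAP / Quantity: TNAP 1/800 final / Evaluation: TNAP activation factor scaled between EDTA and DMSO control wells / Measured by: luminescent substrate turnover signal / Compound dosing: one dose, 20 µM / Times: 30 min enzyme reaction at room temperature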
bIAP inh = intestinal alkaline phosphatase (bovine) inhibition. purified bovine IAP, CDP-star luminescence, 30 min. inhibition, % at 20 µM. 190,000 tested, under 10 active. AID 1019;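 active = over 50% inhibition of intestinal alkaline phosphatase at 20 µM in the single-dose screen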
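test system = bovine IAP enzyme | medium = DEA buffer 100 mM, pH 9.8, with MgCl2 1.0 mM, ZnCl2 0.02 mM | detection = luminescence | dosing = single compound dose of 20 µM, 2% DMSO final | incubation = 30 min reaction at room temperature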
APP transl inh = APP translation inhibition. SH-SY5Y APP 5'UTR-luciferase reporter, luminescence. hit rate 0.82% among 190,000. inhibition, % at 2 µM. AID 1285;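 active = inhibition above a set limit, derived from the sample mean plus 3 SD, cut at about 45% in these data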; also: values of inactives mirror those of a sister screen read the other way
* = called active by the depositor; nt = not tested or not shown.

SMILES | TNAP inh no acc | bIAP act | FLuc inhib CS | Lmaj promast | RAM network inh | TNAP inh hi DEA | FLuc stim CS | TNAP act hi DEA | bIAP inh | APP transl inh
CC1(C)CC(=O)C(C(c2cccnc2)C2C(=O)CC(C)(C)CC2=O)C(=O)C1 | -13 | 1 | -5 | -8 | 0.8 | -8 | 1 | 1.1 | 3 | -9
CCOC(=O)c1c(CN(C)C)n(C)c2ccc(OC(C)=O)cc12 | -11 | 1.1 | -5 | 67* | -0.7 | -6 | 1.1 | 1.1 | -5 | 1
COc1ccc(-c2noc(CN(C(=O)C(C)(C)C)C(C)C)n2)cc1 | -7 | 1 | 2 | 7 | 2.7 | -1 | 1 | 1 | -5 | -17
O=C(Nc1nc2ccc(C(=O)N3CCCCC3)cc2s1)C1CCCCC1 | -11 | 1 | -8 | 2 | 2.4 | -6 | 1.1 | 1.1 | 3 | 26
Cc1cc(C)c(NC(=O)Cn2c(=O)n(-c3ccc(CC(=O)NCC4CCCO4)cc3)c(=O)c3ccccc32)c(C)c1 (stereo not given) | -297 | 1.3 | -6 | -1 | -0.7 | -10 | 1.1 | 1.1 | -27 | -6
CCn1c(SCC(=O)NCCc2ccc(OC)c(OC)c2)nc2c1c(=O)n(C)c(=O)n2C | -11 | 1.2 | -3 | 0 | 1.4 | -8 | 1 | 1.1 | -15 | -2
CN(CC(=O)Nc1ccc(Cl)c(Cl)c1)Cc1nnc(-c2ccc(F)cc2)o1 | -7 | 1 | -4 | -1 | -1.4 | -1 | 1 | 1 | -4 | -19
COc1ccc(NC2(c3ccccc3)OC(=O)c3ccccc32)cc1 (stereo not given) | -2 | 0.9 | 3 | 39 | 6.7 | 1 | 1 | 1 | 6 | -31
Cc1ccc2c(Cl)c(C(=O)NCCCn3ccnc3)sc2c1 | 8 | 0.9 | 17 | 99* | -0.1 | 0 | 0.8 | 1 | 14 | -17
CCOc1ccc(N=Cc2c(C)[nH]n(-c3nc4ccccc4[nH]3)c2=O)cc1 | -73 | 1.2 | 70* | 7 | -0.8 | 1 | 0.3 | 1 | -20 | 5
CC1(C)Cc2c(C#N)c(NC3CCCCC3)nc(-c3ccco3)c2CO1 | -8 | 1 | -2 | 3 | 2.0 | 7 | 1 | 0.9 | 0 | 10
Cc1onc(-c2ccccc2)c1C(=O)NCC1COc2ccccc2O1 (stereo not given) | -6 | 1 | -5 | 19 | -0.3 | -2 | 1.1 | 1 | 3 | 10
O=C(NCCN1C(=O)C2C3C=CC(C3)C2C1=O)N1CCOCC1 (stereo not given) | -10 | 0.9 | -4 | -4 | 2.5 | -5 | 1 | 1.1 | 9 | -12
CCOC(=O)C1CCCN(C(=O)c2cn(C)c3ccc(S(=O)(=O)N4CCCC4)cc3c2=O)C1 (stereo not given) | -6 | 0.9 | -11 | -8 | -0.2 | -4 | 1.1 | 1 | 7 | 17
CCN(CC)CCOCCOc1ccc(Cl)c2ccccc12 | -10 | 1 | -8 | 100* | 2.3 | -4 | 1.1 | 1 | -3 | -24
O=C(NC(=S)NC1CCSC1=O)c1ccccc1 (stereo not given) | -7 | 1 | -8 | -4 | 0.9 | 24 | 1.1 | 0.8 | 5 | nt
CCN(CC)c1nc2ccccc2n2cnnc12 | -18 | 1 | -6 | 6 | -0.1 | -8 | 1.1 | 1.1 | 2 | -4
CCN(CC)S(=O)(=O)c1ccc(C(=O)NCC(c2cccs2)N2CCOCC2)cc1 (stereo not given) | -12 | 1 | -9 | -3 | 0.0 | -5 | 1.1 | 1.1 | -4 | 10
CNC(=O)c1ccc2nc(NC(C)=O)sc2c1 | -10 | 1 | -1 | -6 | 0.7 | -6 | 1 | 1.1 | 4 | -15
Nc1ccc(C(=O)OCc2nc3cc4ccccc4cc3[nH]2)cc1 | -40 | 1.1 | -4 | 63* | 2.2 | -4 | 1 | 1 | -12 | 4
O=C(CSc1cccc2cccnc12)Nc1cccc(S(=O)(=O)N2CCOCC2)c1 | -8 | 1.3 | -5 | 5 | 0.9 | -3 | 1 | 1 | -26 | -6
CCOc1ccc(OCC)c(S(=O)(=O)n2cc(C)nc2CC)c1 | -8 | 1.1 | -4 | 99* | 0.6 | -6 | 1 | 1.1 | -15 | -3
CCc1ccccc1N(CC(=O)NCCSCc1ccco1)S(C)(=O)=O | -12 | 1 | -6 | -4 | 0.7 | -2 | 1.1 | 1 | 2 | -13
Cc1cccc(OCC(=O)NC(=S)Nc2ccc(S(=O)(=O)NC3CCCCC3)cc2)c1 | 6 | 0.6 | -4 | -2 | 6.4 | 0 | 1 | 1 | 38 | -8
CCN(CC)S(=O)(=O)c1cc(C(=O)OC)ccc1Cl | -10 | 0.9 | -2 | 6 | 0.3 | -5 | 1 | 1.1 | 8 | -15
Following part
SMILES | TNAP inh no acc | bIAP act | FLuc inhib CS | Lmaj promast | RAM network inh | TNAP inh hi DEA | FLuc stim CS | TNAP act hi DEA | bIAP inh | APP transl inh
COc1ccc(CNC(=O)Nc2cccc(C)c2)cc1 | -21 | 0.9 | 14 | -6 | 0.7 | -11 | 0.9 | 1.1 | 13 | -75
COC(=O)c1[nH]c2cccc(C)c2c1NC(=O)CN1CCN(c2ccccc2OC)CC1 | 4 | 1.1 | -8 | -5 | 3.4 | -6 | 1.1 | 1.1 | -9 | -6
CCC(OC(=O)c1cc2sccc2n1C)C(=O)NCC1CCCO1 (stereo not given) | -8 | 1 | -9 | -3 | 0.8 | -6 | 1.1 | 1.1 | -1 | 4
C=CCSc1nc(Oc2ccccc2)c2sccc2n1 | 8 | 0.9 | -3 | 8 | 0.1 | -1 | 1 | 1 | 14 | -5
CCOC(=O)CSc1nc2c(sc3ccccc32)c(=O)n1CCCN1CCOCC1 | -19 | 1 | -7 | 100* | 0.1 | -4 | 1.1 | 1 | -2 | -4
CCOC(=O)c1c(C)n(C)c2ccc(OC)c(NC(=O)CN3CCN(Cc4ccccc4)CC3)c12 | -3 | 1.1 | -4 | 5 | 2.1 | 1 | 1 | 1 | -5 | 7
O=C(/C=C/c1ccccc1)N/C(=C/c1ccccc1)C(=O)NCCO | -4 | 0.9 | -2 | -5 | -0.8 | 2 | 1 | 1 | 5 | -18
COc1cccc2cc(C(=O)Nc3ccc(F)cc3)c(=Nc3ccc(C(=O)O)cc3)oc12 | -11 | 1.1 | -1 | -1 | -0.9 | -1 | 1 | 1 | -11 | -3
Nc1ccc(Nc2ccc([N+](=O)[O-])cc2[N+](=O)[O-])cc1 | 18 | 0.9 | -8 | 15 | 2.5 | 18 | 1.1 | 0.8 | 13 | -9
Cc1occc1-c1nnc(SCc2cc(=O)n3cc(Br)ccc3n2)n1C | -4 | 0.9 | -2 | 12 | 3.0 | 0 | 1 | 1 | 10 | -3
COc1ccc(C(=O)NC(C)c2cc(OC)c(OC)cc2Br)cc1 (stereo not given) | -4 | 1 | -4 | -4 | 6.8 | -1 | 1 | 1 | -3 | 6
Cc1ccc(S(=O)(=O)N2CCN(C3CC(=O)N(Cc4ccccc4)C3=O)CC2)cc1C (stereo not given) | -11 | 1.3 | -12 | 93* | 2.3 | -8 | 1.1 | 1.1 | -34 | 4
O=C(O)c1ccc(CNCc2cccc(Cl)c2)cc1 | -7 | 1.2 | -3 | -2 | 3.4 | -4 | 1 | 1 | -22 | 3
Cc1ccc(C2(CCN)CCOC(C(C)C)C2)cc1 (stereo not given) | -10 | 1 | -6 | 8 | 1.5 | -3 | 1.1 | 1 | 1 | 0
Nc1ccc2c(C(F)(F)F)cc(=O)oc2c1 | -5 | 0.9 | -4 | -1 | 1.6 | -2 | 1 | 1 | 10 | 7
C/C(=N\NC(=O)c1cc([N+](=O)[O-])cc([N+](=O)[O-])c1)c1ccco1 | -152 | 1.1 | 0 | -1 | 1.5 | 0 | 1 | 1 | -12 | 7
COc1ccc([N+](=O)[O-])cc1NC(=O)CS(=O)(=O)c1ccc(C)cc1 | -11 | 1.1 | -4 | -1 | 1.7 | -4 | 1 | 1 | -7 | 2
O=C(CCC1CCCCC1)Nc1ccc(C(=O)c2ccncc2)cc1 | -9 | 0.8 | -8 | 8 | 0.5 | -3 | 1.1 | 1 | 16 | 3
CN(C)S(=O)(=O)c1cccc(NC(=S)N/N=C/c2cccc(O)c2)c1 | -7 | 0.9 | -5 | -2 | 5.3 | -3 | 1 | 1 | 7 | 1
COc1cc(/C=C(/NC(=O)c2ccccc2)C(=O)Nc2ccc(O)cc2)c([N+](=O)[O-])cc1OC | 2 | 1 | -7 | -5 | 0.4 | -3 | 1.1 | 1 | 3 | -13
O=C(CN(c1ccc2c(c1)OCCO2)S(=O)(=O)c1ccccc1)NCC1CCCO1 (stereo not given) | -9 | 1 | -6 | -4 | 0.5 | -9 | 1.1 | 1.1 | -4 | -8
CC1CN(CC(O)COc2ccc(C(=O)c3ccccc3)cc2)CC(C)O1 (stereo not given) | -5 | 1 | 0 | 79* | 0.6 | 0 | 1 | 1 | -4 | -10
COc1ccc(/C(C)=N/Nc2ccc(C(=O)O)cc2)c(OC)c1 | 3 | 1 | -2 | 53* | 1.2 | -4 | 1 | 1 | -4 | -124

Some of the entries so far, with two lines to a compound:
Below each SMILES: TNAP inh no acc, bIAP act, FLuc inhib CS, Lmaj promast, RAM network inh, TNAP inh hi DEA, FLuc stim CS, TNAP act hi DEA, bIAP inh, APP transl inh
COc1ccc(CNC(=O)Nc2cccc(C)c2)cc1
    -21, 0.9, 14, -6, 0.7, -11, 0.9, 1.1, 13, -75
COC(=O)c1[nH]c2cccc(C)c2c1NC(=O)CN1CCN(c2ccccc2OC)CC1
    4, 1.1, -8, -5, 3.4, -6, 1.1, 1.1, -9, -6
CCC(OC(=O)c1cc2sccc2n1C)C(=O)NCC1CCCO1 (stereo not given)
    -8, 1, -9, -3, 0.8, -6, 1.1, 1.1, -1, 4
C=CCSc1nc(Oc2ccccc2)c2sccc2n1
    8, 0.9, -3, 8, 0.1, -1, 1, 1, 14, -5
CCOC(=O)CSc1nc2c(sc3ccccc32)c(=O)n1CCCN1CCOCC1
    -19, 1, -7, 100*, 0.1, -4, 1.1, 1, -2, -4
CCOC(=O)c1c(C)n(C)c2ccc(OC)c(NC(=O)CN3CCN(Cc4ccccc4)CC3)c12
    -3, 1.1, -4, 5, 2.1, 1, 1, 1, -5, 7
O=C(/C=C/c1ccccc1)N/C(=C/c1ccccc1)C(=O)NCCO
    -4, 0.9, -2, -5, -0.8, 2, 1, 1, 5, -18
COc1cccc2cc(C(=O)Nc3ccc(F)cc3)c(=Nc3ccc(C(=O)O)cc3)oc12
    -11, 1.1, -1, -1, -0.9, -1, 1, 1, -11, -3
Nc1ccc(Nc2ccc([N+](=O)[O-])cc2[N+](=O)[O-])cc1
    18, 0.9, -8, 15, 2.5, 18, 1.1, 0.8, 13, -9

Screening data: PubChem, several laboratories
